BoNT F protease = BoNT/F light chain protease inhibitors, primary screen, biochemical, flow cytometry, MLPCN library; Botulinum neurotoxin type F light chain protease (Clostridium botulinum); Multiplex microsphere protease cleavage assay; inhibition, % at 10 µM; 0.22% of 360,000 active; in the data active = inhibition above about 35%, passing the limit was not always enough; inconclusive = no clear call, values can overlap the other calls; also: plate controls were buffer without enzyme for full effect and enzyme alone for no effect
MazF activator = activators of E. coli MazEF toxin-antitoxin RNase, primary screen, biochemical, fluorescence, uHTS | Endoribonuclease toxin MazF (Escherichia coli (strain K12)), P0AE70 | FAM/BHQ RNA-DNA oligo cleavage fluorescence, 5 h | activation, % at 20 µM | 0.32% of 350,000 active; in the data active = activation above about 50%
CCHF vOTU inh = CCHFV vOTU protease inhibitors, primary screen, biochemical, Pep-AMC substrate, fluorescence; AID 651958, 2012; inhibition, % at 11.5 µM; Crimean-Congo hemorrhagic fever virus L polyprotein viral ovarian tumor (vOTU) protease …; 0.55% of 370,000 active; also: 0% = vehicle wells with enzyme and 100% = no enzyme wells
BioA inh = M. tuberculosis BioA enzyme inhibitors, primary screen, biochemical, plate reader, single point, HTS. 7,8-diaminopelargonic acid synthase BioA (Mycobacterium tuberculosis). purified M. tuberculosis BioA enzyme. inhibition, % at 9.99 µM. 0.096% of 360,000 active. AID 602481, 2012; in the data active = inhibition above about 40%; inconclusive = no clear call, values can overlap the other calls
Mtb FBA inh = Mtb FBA enzyme inhibitors, primary screen, biochemical, fluorescence, strain H37Rv. Fructose-bisphosphate aldolase (Mycobacterium tuberculosis (strain ATCC 25618 / H37Rv)), …. purified M. tuberculosis FBA, fluorescence read-out. 2.3% of 360,000 active. inhibition, % at 1 µM; in the data active = inhibition above about 27%;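 also: 0% = vehicle and 100% = reference inhibitor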
DUSP3 inh = VHR1 phosphatase inhibitors, primary screen, biochemical, absorbance, uHTS; 0.52% of 290,000 active; recombinant VHR phosphatase, pNPP absorbance; Dual specificity protein phosphatase 3 (Homo sapiens), P51452; inhibition, % at 13.3 µM; in the data active = inhibition above about 50%; also: some compounds called inactive have numbers as strong as hits
Target sequence (P51452 whole entry, looked up): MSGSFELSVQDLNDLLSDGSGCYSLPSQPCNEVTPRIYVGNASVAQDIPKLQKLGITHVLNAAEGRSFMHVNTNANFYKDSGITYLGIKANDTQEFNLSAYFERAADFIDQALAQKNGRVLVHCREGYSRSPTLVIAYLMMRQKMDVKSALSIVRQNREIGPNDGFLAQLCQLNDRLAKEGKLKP
FadD28 FP inh = inhibitors of FadD28 bisubstrate probe binding, primary screen, biochemical, fluorescence polarization, single point; Mycobacterium tuberculosis FadD28 fatty-acid-AMP ligase; inhibition, % at 12.5 µM; 0.22% of 360,000 active; AID 588549, 2011; in the data active = inhibition above about 8.5%, passing the limit was not always enough; inconclusive = no clear call, values can overlap the other calls
Mtb UGM inh = M. tuberculosis UGM enzyme inhibitors, primary screen, biochemical, fluorescence polarization, single point; purified UGM, fluorescence polarization probe displacement; inhibition, % at 10 µM; 0.06% of 320,000 active; in the data active = inhibition above about 10%, passing the limit was not always enough; inconclusive = no clear call, values can overlap the other calls
Target sequence (P9WIQ1 whole entry, looked up): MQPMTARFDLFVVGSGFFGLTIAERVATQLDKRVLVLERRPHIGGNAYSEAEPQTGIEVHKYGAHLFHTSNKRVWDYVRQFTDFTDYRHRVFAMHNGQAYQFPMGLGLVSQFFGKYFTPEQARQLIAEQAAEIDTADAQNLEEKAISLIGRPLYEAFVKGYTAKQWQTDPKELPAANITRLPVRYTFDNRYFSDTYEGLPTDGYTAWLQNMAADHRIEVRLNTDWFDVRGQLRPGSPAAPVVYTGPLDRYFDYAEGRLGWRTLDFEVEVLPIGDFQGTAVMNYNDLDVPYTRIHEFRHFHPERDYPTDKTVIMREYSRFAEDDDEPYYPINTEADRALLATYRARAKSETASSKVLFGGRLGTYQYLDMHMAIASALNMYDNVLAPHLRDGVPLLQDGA
Rv3671c protease = Rv3671c serine protease inhibitors, primary screen, biochemical, fluorescence polarization, M. tuberculosis H37Rv | inhibition, % at 5.96 µM | 0.048% of 320,000 active; in the data active = inhibition above about 38%;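 also: extracellular domain of Rv3671c used as enzyme; 0% = enzyme with DMSO and 100% = no enzyme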
Target sequence (P9WHR9 whole entry, looked up, the tested form may be a part): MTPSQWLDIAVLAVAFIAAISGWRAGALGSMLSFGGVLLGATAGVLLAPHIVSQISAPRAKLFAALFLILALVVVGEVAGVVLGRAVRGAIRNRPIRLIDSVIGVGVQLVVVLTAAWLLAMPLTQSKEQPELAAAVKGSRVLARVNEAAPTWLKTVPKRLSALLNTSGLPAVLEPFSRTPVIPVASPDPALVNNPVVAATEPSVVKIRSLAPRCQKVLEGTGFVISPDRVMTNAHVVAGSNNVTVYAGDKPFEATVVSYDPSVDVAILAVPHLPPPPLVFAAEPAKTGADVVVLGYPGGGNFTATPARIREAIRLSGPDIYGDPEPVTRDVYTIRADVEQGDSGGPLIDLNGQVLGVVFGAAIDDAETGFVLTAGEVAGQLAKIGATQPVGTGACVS
GDH-TPI counter = GDH-TPI coupling enzyme inhibitors, primary screen, artefact control for M. tuberculosis FBA inhibitor project, biochemical, absorbance, full deck | inhibition, % at 4.8 µM | AID 588335, 2011 | GDH-TPI coupled enzyme counterscreen, NADH absorbance | 1.2% of 360,000 active;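 also: 0% = DMSO wells and 100% = wells lacking the enzyme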
Starred values were filed as active, the others as inactive; ? = inconclusive; / = no result given; & = joins results of further samples. Rule as the data show it, unless noted: active = inhibition above about 30%; inactive = the rest. Random draw from the library, and some 4.9% of all compounds hit somewhere here.

SMILES	BoNT F protease	MazF activator	CCHF vOTU inh	BioA inh	Mtb FBA inh	DUSP3 inh	FadD28 FP inh	Mtb UGM inh	Rv3671c protease	GDH-TPI counter
Nc1nc(COc2ccccc2)cs1	-6	0	-17	-0.9	2	2	-2.6	-1.9	-9	-13
C#CCC(NC(=O)c1ccc(C(F)(F)F)cc1)C(=O)NCCC (centres undefined)	-10	7	-1	-2.9	2	/	-1.0	-1.2	-1	16
COc1cc(C(=O)OC2CCN(C)CC2)cc(OC)c1OC	/	-11	-3	-0.1	4	4	-0.6	0.1	4	-1
Cc1cc(C(=O)N/N=C/c2c[nH]c3ccccc23)cs1	-2	-3	-4	/	-1	-11	0.3	-1.3	3	25
N#CC/C(N)=N/NC(=O)CCCNc1ncc(C(F)(F)F)cc1Cl	0	-4	5	/	2	-3	-1.6	0.9	7	5
O=C(CCN1CCOCC1)N1c2ccccc2Sc2ccc(Cl)cc21	13	-5	1	0.0	-1	/	-0.8	-0.7	-4	-7
COc1ccc(N(CC(=O)Nc2ccccc2C(=O)NCC(C)C)S(C)(=O)=O)cc1	-3	4	15	2.2	0	0	-2.5	0.3	3	1
CCOc1ccccc1/C=c1\sc2nc(-c3ccco3)nn2c1=O	-5	7	1	-1.0	1	-17	-5.0	3.0	-6	1
CCN(CC(=O)Nc1ccc(OC)cc1)C(=O)CSCC(=O)Nc1cc(C)on1	-2	2	0	-3.3	6	/	-0.5	-1.4	0	1
Cc1cccc(N2CC(C(=O)OCC(=O)c3c(N)n(CC(C)C)c(=O)n(C)c3=O)CC2=O)c1C (centres undefined)	/	-4	4	-0.5	1	/	-0.8	/	/	4
Cc1nn(CCCC(=O)NCCc2ccccc2)c(=O)c2nccn12	-6	3	1	7.1	-1	10	-2.3	0.3	7	5
C[C@H](CO)N1C[C@H](C)[C@@H](CN(C)C(=O)Cc2ccccc2)OCCCC[C@H](C)Oc2ccc(NC(=O)NC3CCCCC3)cc2C1=O	2	5	7	-3.9&-2.0	0	/	-1.5	/	/	1
CCC(C(=O)NC1CCCCC1)n1c(SCc2cccc(F)c2)nc2ccncc21 (centres undefined)	-6	0	-6	5.5	0	15	6.5	-0.9	0	4
Cc1cc(C)n(-c2ccc(C(=O)Nc3cc(C(F)(F)F)ccc3N3CCOCC3)cc2)n1	1	0	4	/	0	30	-1.8	0.3	0	6
Cc1ccc(CN2CC(C(=O)N3CCN(S(=O)(=O)c4ccccc4)CC3)CC2=O)cc1 (centres undefined)	/	-3	0	-0.7	1	/	-5.0	/	/	10
O=C(CSc1cccc[n+]1[O-])NCC1CCCCC1	3	-11	-3	1.7	-2	20	-2.1	1.5	2	13
CC(C)COP(=O)(c1ccc(N(C)C)cc1)C(O)c1ccccc1 (centres undefined)	2	1	-3	/	0	16	-2.6	-0.2	-7	0
CCOC(=O)CSc1snnc1C	11	-5	4	-0.8	7	/	3.3	-0.8	-8	-12
COc1ccc(N(C(=O)c2ccco2)S(=O)(=O)c2cc(OC)ccc2OC)cc1	-1	-4	1	11	3	0	3.7	1.5	1	3
COc1ccc(CCNC(=O)C2CC(c3ccccc3F)=NO2)cc1 (centres undefined)	3	-2	-8	0.5	2	7	-2.9	0.6	-11	-13
O=C(c1ccc2c(=O)n(-c3ccccc3)c(=O)[nH]c2c1)N1CCN(c2ccc(F)cc2)CC1	1	0	0	-3.4	0	29	-0.8	-3.4	4	3
CCOc1c(Br)cc(CNc2ccc3c(c2)OCCO3)cc1OC	-7	-7	16	-1.7	3	19	1.3	-1.4	9	8
CCC(=O)Nc1ccc(N2CCCCC2)c(C(=O)Nc2ccc(OC)cc2)c1	6	2	2	4.7	2	4	-1.5	-0.3	-33	9
CCCN(CC(=O)Nc1ccc(F)c(F)c1F)CC(=O)Nc1c(Cl)cccc1Cl	-1	5	-8	0.4	-1	49	-5.7	-0.2	-5	-6

Random excerpt: five compounds from above
SMILES	BoNT F protease	MazF activator	CCHF vOTU inh	BioA inh	Mtb FBA inh	DUSP3 inh	FadD28 FP inh	Mtb UGM inh	Rv3671c protease	GDH-TPI counter
Cc1cc(C)n(-c2ccc(C(=O)Nc3cc(C(F)(F)F)ccc3N3CCOCC3)cc2)n1	1	0	4	/	0	30	-1.8	0.3	0	6
CCC(=O)Nc1ccc(N2CCCCC2)c(C(=O)Nc2ccc(OC)cc2)c1	6	2	2	4.7	2	4	-1.5	-0.3	-33	9
CCC(C(=O)NC1CCCCC1)n1c(SCc2cccc(F)c2)nc2ccncc21 (centres undefined)	-6	0	-6	5.5	0	15	6.5	-0.9	0	4
COc1ccc(N(C(=O)c2ccco2)S(=O)(=O)c2cc(OC)ccc2OC)cc1	-1	-4	1	11	3	0	3.7	1.5	1	3
O=C(CSc1cccc[n+]1[O-])NCC1CCCCC1	3	-11	-3	1.7	-2	20	-2.1	1.5	2	13

Following part:
SMILES	BoNT F protease	MazF activator	CCHF vOTU inh	BioA inh	Mtb FBA inh	DUSP3 inh	FadD28 FP inh	Mtb UGM inh	Rv3671c protease	GDH-TPI counter
Clc1ccccc1-c1cc2nc(NCCCn3ccnc3)ccn2n1	-3	/	14	1.4	9	/	-13	/	/	8
O=C(COc1ccccc1-c1ccccc1)NCCN1C(=O)S/C(=C\c2cccnc2)C1=O	-3	2	9	/	-1	8	1.3	-4.2	-6	27
O=c1oc(-c2ccccc2)nc2c1C1(CCCCC1)Cc1ccccc1-2	-2	-10	5	-0.7	1	28	-0.2	-1.5	-9	2
COCc1cc(CNC(=O)C2CCC(=O)N(Cc3ccccc3F)C2)[nH]n1 (centres undefined)	5	2	-11	-0.6	-1	10	-1.1	-0.8	-3	-1
COc1ccc(CCNC(=O)c2c(O)c3c([nH]c2=O)CCCC3)cc1	5	8	22	-0.5	-1	-2	-2.9	-1.1	-10	-1
O=C(c1ccccn1)N(CC1CCCO1)C1(C(=O)NC2CCCCC2)CCCCC1 (centres undefined)	-24	0	2	0.1	2	5	1.6	0.8	-12	8
COc1ccccc1Nc1c2ccccc2nc2ccccc12	?	17	-9	1.6	1	23	-0.5	0.4	-1	0
CCOC(=O)CSc1nc2ccccc2c(=O)n1NC(=O)c1ccccc1	3	-1	3	-0.7	-2	8	-1.5	0.9	2	5
COc1ccc2nc(NC(=O)[C@@H]3CCCN3C(=O)c3cccs3)sc2c1	0	2	-10	/	-3	-2	-0.5	0.5	-11	-4
CCCN(CCC)Cc1cc(=O)oc2cc(OC)c(Cl)cc12	0	/	-25	0.2	11	/	-16	/	/	/
CC1C(=O)N2CCCc3cc(NC(=O)C(=O)NCCc4ccc(F)cc4)cc1c32 (centres undefined)	/	-18	-3	0.0	1	/	-2.7	-1.2	-10	8
O=C(Nc1nccs1)c1ccc(CSc2nnnn2-c2ccccc2)cc1	-10	9	-2	0.2	4	-8	-0.4	-3.7	-13	-1
CCCNc1ccc(S(=O)(=O)N(C(C)C)C(C)C)cn1	-4	-6	-8	7.1	4	-7	-0.2	-0.5	5	4
Cc1ccc(NC(=O)c2ccc3nc[nH]c3c2)nc1	-6	0	6	5.1	8	-3	-1.7	-0.2	-1	-4
Cc1ccc(C(=O)CCC(=O)Nc2ncccc2O)cc1	-10	-1	-3	/	2	/	-2.7	0.0	-3	11
CCCn1c(SCC#N)nc2c(c1=O)C1(CCCC1)Cc1ccccc1-2	?	-4	5	1.0	1	25	-4.8	1.5	-6	10
N=c1c(C(=O)NCc2ccc(F)cc2)cc2c(=O)n3ccccc3nc2n1CCCN1CCOCC1	-15	17	-74	-2.8	113*	25	0.0	0.9	-4	7
CCOC(=O)N1CCC(=NNc2nc3ccccc3s2)CC1	-4	-4	-1	-1.3	1	13	-2.8	1.0	-8	1
O=C(N/N=C/c1ccco1)c1ccc(Br)o1	7	6	13	0.7	-2	26	0.4	-0.4	-3	31*
COc1ccc(Nc2nc(NCc3ccco3)nc(N)c2[N+](=O)[O-])cc1	/	0	3	-1.7	-1	31	-1.0	-0.4	-5	18
CCc1nnc(NC(=O)C2CCCN(C(=O)c3ccc(Cl)cc3)C2)s1 (centres undefined)	4	-2	1	2.1	1	/	/	0.5	-4	7
O=c1oc2ccccc2cc1NCc1ccccc1O	-2	16	2	1.4	1	21	-0.5	1.0	1	15
COc1ccc(-c2nc3ccc(Br)cn3c2CC(C)(C)C)cc1OC	-14	/	10	-4.3	-1	/	-7.1	/	/	/
C=CCn1c(=N)n(CC(=O)c2ccc(Br)s2)c2ccccc21	-2	28	-4	1.0	-3	-2	-0.1	0.1	-8	5
COc1ccc(/C=N/NC(=O)c2cccc([N+](=O)[O-])c2)cc1OC	-2	-4	-6	/	-7	19	-1.6	0.5	6	23
CSC1=N/C(=C\c2ccc(C)o2)C(=O)S1	-6	-5	30*	-0.5	-3	3	0.0	-0.9	-1	15
Cc1cccc(-c2nc(CN3CCCC(C(=O)NC4CCCCC4)C3)c(C)o2)c1 (centres undefined)	5	2	6	-1.5	1	25	-4.1	0.1	-10	5
O=C(CSc1ncccc1C(=O)O)c1cccc(C(F)(F)F)c1	-2	11	-3	0.6	2	20	-3.7	1.4	1	-12
O=C(Nc1ccccc1N1CCCC1)C1CC(=O)N(Cc2ccccc2)C1 (centres undefined)	-15	6	7	0.3	-2	/	2.0	-0.2	-11	7
CCc1ccc(NC(=O)CS(=O)CC(=O)N2CCN(c3ccccc3F)CC2)cc1 (centres undefined)	7	2	17	2.3	1	7	-0.3	-0.4	-11	7
Cc1c(Cl)ccc(S(=O)(=O)Nc2cccnc2)c1Cl	2	-8	-7	0.1	0	-10	-2.2	-0.8	-1	2
CN1CCN(C2=Nc3cc(Cl)ccc3Nc3ccccc32)CC1	-8	3	24	2.1	-3	-15	-2.3	2.4	-3	8
CC(C)CCNC(=O)C(c1ccc(O)cc1)N(Cc1ccco1)C(=O)CCC(=O)Nc1nccs1 (centres undefined)	-13	7	11	0.8	0	11	-1.1	3.9	8	-7
COc1ccc(CNC(=O)C(c2cccc(C)c2)N(C(=O)c2csnn2)C2CC2)cc1 (centres undefined)	2	3	-6	-0.1	-2	36	-3.1	0.6	3	-2
COc1ccc(NC(=O)C2CCCN2C(=O)OCc2ccccc2)cc1 (centres undefined)	6	14	14	-2.6	1	6	-2.3	-0.6	5	12
Cc1csc(=O)n1CC(=O)OCC(=O)NNC(=O)c1ccc(Cl)cc1	-11	8	-3	5.3	0	/	1.2	0.3	6	6
Cc1ccc(N2CC(c3nc4ccccc4[nH]3)CC2=O)c(C)c1 (centres undefined)	-21	-4	3	-0.5	0	-16	-0.6	-1.9	2	2
Cc1noc(C)c1C(=O)OCC(=O)Nc1ncc(Cl)c(C)c1Cl	0	0	-16	-5.1	2	/	0.7	-2.5	3	7
O=C(CSc1ccc(-c2ccc(Br)cc2)nn1)NCC1CCCO1 (centres undefined)	2	-1	-3	3.0	-2	-9	-1.3	-2.5	3	7
CC(C)(C)c1cc(C(=O)N2CCc3ccccc3C2)ccn1	2	4	-5	4.5	3	32	/	0.0	4	-1
Cc1ccc(C(=O)c2c3ccc(C(F)(F)F)cc3[n+]([O-])n2CCC(N)=O)cc1	-9	-2	13	-0.7	4	2	0.2	0.1	1	23
Cc1nn(C)cc1C(=O)Nc1ccccc1Br	-26	6	-16	/	2	-2	0.0	-2.6	-12	13
COc1ccc(CC(NC(C)=O)C(=O)NC2CCN(S(=O)(=O)c3cccc4ccccc34)CC2)cc1OC (centres undefined)	-4	3	9	-1.0	-2	11	-4.8	1.0	9	-2

Compound activity (PubChem BioAssay)
